Source: PubChem BioAssay (National Center for Advancing Translational Sciences (NCATS))
GRP78 ERSR act – induces the endoplasmic reticulum stress response in human glioma cells. U87-MG GRP78 promoter luciferase reporter, 16 h. Potency, µM, for the others: at the top dose activation, hits mostly activators. 420,000 tested, 0.02% active. AID 602332; further: potency means the concentration at half of the fitted maximal effect; series mostly up to about 76 µM; % of control where 0% means no effect; nearly all actives have a fitted effect of over 35% in size
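Stably transfected U87-MG glioma cells carrying a GRP78-based luciferase sensor; 16 h compound incubation. Luminescence end-point read 10 min after Bright-Glo addition at room temperature.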
D1 agonist – activates the human D1 dopamine receptor | activation, % at 2 µM | 360,000 tested, 1% active | HEK293 T-REx D1 cells, calcium flux, agonist mode | P21728; in the data active means activation above about 30%; further: 0% is about no effect
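Inducible HEK293 T-REx D1 cells, force-coupled to calcium signalling, were plated at 4000 cells/well with tetracycline and held overnight at 30 C. After no-wash calcium dye loading, compound-evoked calcium rise over 180 s flagged agonists.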
RXFP1 ag – agonists of human relaxin receptor RXFP1; 370,000 tested, 0.3% active; HEK293T-RXFP1 cAMP TR-FRET, 30 min; response scale: percent of porcine relaxin response, buffer zero; Potency, µM (top dose mostly 57.5 µM), for the others: at the top dose activation, hits mostly activators; Q9HBX9; further: potency means the concentration at half of the fitted maximal effect; on the % scale 0 is the no-effect control and ±100 the full control effect; nearly all actives have a fitted effect of over 60% in size; many of its hits are not listed in these tables
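Agonist response is measured as cAMP accumulation in an RXFP1-transfected HEK293T line under PDE4 inhibition. Values are scaled between buffer-only and 29 nM porcine relaxin, and EC50s come from standard Hill equation fits.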
RXFP1 antagonist – antagonists of human relaxin receptor RXFP1; HEK293-RXFP1, relaxin-stimulated cAMP HTRF, 30 min; hits give low values; Q9HBX9; AID 1259400; 350,000 tested, 0.59% active; activity change, negative = inhibition, % at 57.5 µM;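 active means activity change of -60% or lower, but not beyond a set lower limit; inconclusive means change between -60% and -40%, or beyond the set limit; inactive means change above -40%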; further: on the % scale 0 is the no-effect control and ±100 the full control effect
D1 antag – human D1 dopamine receptor antagonism. 360,000 tested, 3.2% active. activity change, negative = inhibition, % at 10 µM. HEK293 TREx D1 cells, calcium flux, dopamine EC80; hits give low values. P21728; in the data active means activity change below about -30%; further: on the % scale 0 is the no-effect control and ±100 the full control effect
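HEK293 T-REx cells expressing inducible, force-coupled D1 receptor; no-wash Ca dye, 30–90 min RT. Cmpd → 180 s read at 1 Hz → EC80 DA → 180 s read.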
Vif-A3F inh – inhibitors of Vif-A3F interaction; HeLa A3F-eYFP + Vif (tagged APOBEC3F with the HIV-1 protein that degrades it), YFP fluorescence increase; Potency, µM (doses to about 46.1 µM), inactives show top-dose activity, negative = active; 390,000 tested, 0.2% active; further: potency means the concentration at half of the fitted maximal effect; % of control where 0% means no effect; nearly all actives have a fitted effect of over 65% in size
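HeLa cells stably expressing Vif plus C-terminally eYFP-tagged A3F were seeded, incubated overnight at 37 deg C, dosed with compound, incubated overnight again at 37 deg C. Yellow fluorescence (Ex 488/Em 500-530) reported blocked Vif-mediated A3F-eYFP degradation.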
Vif-APOBEC3G blk – Vif-A3G binding inhibition | Q9HC16 | Potency, µM (doses to about 46.1 µM), without a hit: at the top dose activity, negative = active, usual class: inhibitors | 410,000 tested, 0.076% active | HeLa A3G-eYFP + Vif (tagged APOBEC3G with the HIV-1 protein that degrades it), YFP fluorescence, overnight;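 further: potency means the concentration at half of the fitted maximal effect; on the % scale 0 is the no-effect control and ±100 the full control effect; nearly all actives have a fitted effect of over 60% in size; hits raise eYFP signal because A3G escapes Vif-driven loss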
Target sequence (Q9HC16 whole entry, looked up): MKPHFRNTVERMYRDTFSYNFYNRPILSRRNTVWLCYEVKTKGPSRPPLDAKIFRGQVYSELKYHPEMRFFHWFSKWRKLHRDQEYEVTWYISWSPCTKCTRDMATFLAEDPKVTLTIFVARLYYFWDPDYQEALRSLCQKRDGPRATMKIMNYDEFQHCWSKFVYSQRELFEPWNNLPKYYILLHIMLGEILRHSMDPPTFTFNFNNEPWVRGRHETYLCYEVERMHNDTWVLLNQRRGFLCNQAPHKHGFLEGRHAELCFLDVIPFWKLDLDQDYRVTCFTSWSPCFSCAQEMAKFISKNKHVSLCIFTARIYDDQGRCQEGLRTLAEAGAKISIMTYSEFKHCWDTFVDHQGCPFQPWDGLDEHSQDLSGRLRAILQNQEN
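HeLa cells stably expressing Vif and C-terminally eYFP-tagged A3G, seeded overnight at 37 deg C, then exposed to compound by pintool overnight at 37 deg C. Rise in yellow fluorescence (Ex 488/Em 500-530, Acumen) marks blocked Vif-driven A3G degradation.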
D1 potentiator – human D1 dopamine receptor positive modulation; potentiation, % at 10 µM; 360,000 tested, 0.036% active; HEK293 TREx D1 cells, calcium flux, dopamine EC20 potentiation; P21728; AID 504651; in the data active means potentiation above about 30%; further: 0% is about no effect
D2 potentiator – positive allosteric modulators of human D2 dopamine receptor; 340,000 tested, 0.34% active; potentiation, % at 10 µM; HEK293 T-REx D2, calcium flux, EC20 dopamine potentiation; AID 485347;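 active means potentiation over 3 SD above the plate norm, cut at about 30% in these data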; further: 0% is about no effect
Target sequence (P14416 whole entry, looked up): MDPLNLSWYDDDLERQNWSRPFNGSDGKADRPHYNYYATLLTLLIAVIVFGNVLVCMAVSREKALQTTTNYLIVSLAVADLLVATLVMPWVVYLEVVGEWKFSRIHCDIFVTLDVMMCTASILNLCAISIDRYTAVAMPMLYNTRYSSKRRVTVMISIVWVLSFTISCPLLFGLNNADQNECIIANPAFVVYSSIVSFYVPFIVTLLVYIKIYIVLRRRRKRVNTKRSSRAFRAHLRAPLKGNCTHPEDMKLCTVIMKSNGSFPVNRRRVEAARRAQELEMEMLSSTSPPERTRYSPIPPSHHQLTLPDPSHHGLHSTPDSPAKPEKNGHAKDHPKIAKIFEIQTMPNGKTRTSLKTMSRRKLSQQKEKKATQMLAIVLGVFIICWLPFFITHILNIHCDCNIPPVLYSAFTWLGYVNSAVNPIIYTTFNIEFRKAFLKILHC
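Using a no-wash calcium dye in inducible, force-coupled HEK293 Trex cells expressing D2, we tracked fluorescence each second for 180 s after compound, then for 180 s after EC20 dopamine to detect augmented signalling.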
* hit, by the source's call; ? = inconclusive; / = not tested or not shown; & = joins results of further samples. Unless noted, the call rests on the fitted dose curve; in most records, active means well fitted curve in the direction sought with a large enough effect; inconclusive means small, poorly fitted or top-dose-only effect, or another doubt; inactive means no such curve, though single readings can be large; an effect the other way counts as inactive or inconclusive. The list is partial, so the mix of outcomes need not match the whole.

SMILES	GRP78 ERSR act	D1 agonist	RXFP1 ag	RXFP1 antagonist	D1 antag	Vif-A3F inh	Vif-APOBEC3G blk	D1 potentiator	D2 potentiator
O=S(=O)(NCc1ccccc1)[C@@H]1CC2C=CC1C2 (stereo not given in full)	-2.0%&-4.0%	-1.5	0.7%	/	16.3	-10.7%	-2.9%&-3.2%	-2.2	/
C#CCOCCOCCOCCNc1nc(N2CCOCC2)nc(N2CCN(C(=O)[C@H]([C@@H](C)CC)n3cc(CCCCN)nn3)CC2)n1	-0.1%	-3.6	4.4%	/	-7.0	-0.7%	2.3%	-2.5	1.7
Cc1ccc(NC(=O)CSc2nnc(Cc3ccccc3)c(=O)[nH]2)c(C)c1	1.5%	-0.4	-1.9%	5.9	0.0	11.4%	-1.1%	-1.8	6.8
O=C(Nc1ccc2c(c1)OCO2)[C@@H]1[C@@H]2C(=O)N(C3CCCCC3)C(=O)[C@@H]2C2c3ccccc3C=CN21 (stereo not given in full)	/	3.3	-0.2%	/	1.8	/	/	-3.0	0.7
O=C(C1Cc2ccccc2CN1S(=O)(=O)c1ccc(F)cc1)N1CCCCCC1 (stereo not given)	-5.3%	/	0.1%	4.7	/	3.7%	0.4%	/	/
CCCN(CCC)C(=O)Cn1c(=O)n(CCCCC(=O)NC2CCCC2)c(=O)c2ccccc21	-6.5%	4.5	0.7%	-6.7	-5.0	-5.9%	0.5%	-1.9	3.0
CCOc1ccc(NS(=O)(=O)N(C)C)cc1	-1.8%	3.0	1.5%	2.1	-0.1	/	-5.2%	-9.1	2.5
O=C(NCC(c1ccco1)N1CCCC1)c1ccc(Cl)c(S(=O)(=O)N2CCc3ccccc32)c1 (stereo not given)	-0.8%	3.0	-0.5%	-2.5	0.3	-2.6%	-15.6%	-4.7	/
CCN(CC)c1ccc(C(=O)NNC(=O)CCl)cc1	1.9%	1.9	0.8%	-13.0	-1.7	17.8%	1.5%	-1.8	0.0
Cc1ccc(C)c(N2CCN(S(=O)(=O)c3ccc4c(c3)CCCN4C(=O)C3CCC3)CC2)c1	-3.3%	1.4	0.6%	?	15.5	0.6%	-1.4%	-2.2	-9.1
Cc1ccc(-c2nsc(SCC(=O)NCc3ccc4c(c3)OCO4)n2)cc1	1.9%	1.0	4.1%	-10.9	-15.3	0.4%	1.7%	5.7	3.5
CCOc1cc2c(cc1/C=C1/NC(=O)N(CC(=O)OC)C1=O)OCO2	6.5%	4.7	0.2%	-17.1	8.1	-9.1%	0.2%	-2.2	-5.9
Cc1cccc(C)c1-n1nnnc1SCSc1nnnn1-c1c(C)cccc1C	-3.5%	3.5	2.1%	7.8	11.4	-0.7%	-2.4%	-9.7	-0.8
CCOc1ccc(NC(=O)N(C2CCCCC2)C(C)c2ccncc2)cc1 (stereo not given)	1.6%	2.2	0.4%	/	1.5	0.4%	1.7%	-6.7	3.3
CCOc1ccc(OCC)c(S(=O)(=O)n2cc(C)nc2CC)c1	-3.4%	1.2	-3.3%	0.1	6.6	0.2%	-4.5%	8.6	6.4
COc1ccc(CCC(=O)N2CCCC(Nc3ccc(C)c(C)c3)C2)cc1OC (stereo not given)	2.8%	-1.0	0.3%	-11.3	-3.8	0.9%	-0.4%	-12.1	11.0
CCc1ccc([C@@H]2C[C@H]3[C@@H](CN2S(=O)(=O)c2ccc(C)cc2)C(=O)C[C@@H](c2cccc(Cl)c2)N3S(=O)(=O)c2ccc(C)cc2)cc1	-1.6%	/	/	10.2	/	-1.3%	-6.8%	/	/
CC1CC(OC(=O)C(O)c2ccccc2)CC(C)(C)N1C (stereo not given)	-0.9%	0.9	-0.8%	-13.2	-21.1	0.0%	0.0%	-10.1	-3.7
COc1ccc(NC(=O)COc2ccc3oc(=O)cc(C)c3c2)cc1	-3.8%	2.5	-1.2%	-7.5	1.8	-2.1%	-2.4%	2.5	-4.1
Cc1ccc(N2CCN(c3nc4ccccc4c4nnc(C)n34)CC2)c(C)c1	-1.1%	1.7	0.9%	-2.0	3.4	7.7%	2.1%	0.3	-1.9
CC(NC(=O)NC12CC3CC(CC(C3)C1)C2)c1ccc2c(c1)OCO2 (stereo not given)	11.9%	0.6	0.7%	-6.3	/	3.2%	0.0%	-4.0	-14.2
COc1ccc(CC(=O)NCc2n[nH]c(=S)n2-c2ccc(Br)cc2)cc1	-2.5%	3.2	0.7%	-10.9	-1.5	7.3%	-1.0%	-7.0	8.2
COc1cc(C(c2c(C)[nH][nH]c2=O)c2c(C)[nH][nH]c2=O)ccc1OC(=O)c1cccc([N+](=O)[O-])c1	-0.3%	3.3	0.3%	-9.1	-0.1	-0.8%	0.1%	-6.8	-11.3
COCC(=O)Nc1ccccc1C(=O)Nc1ccc(OC)cc1	4.1%	2.3	1.1%	-11.4	6.3	2.7%	0.4%	-7.3	-9.1
O=C(NC1CC(=O)N(c2ccc(Cl)cc2)C1)C1CCCCC1 (stereo not given)	-3.5%	-3.5	0.8%	-16.7	/	2.0%	0.8%	-1.0	-8.0
CCN(CC)C(=O)CSc1nc(C)cc(-c2cccs2)c1C#N	-2.4%	1.5	?	8.4	10.4	-5.8%	-0.9%	7.2	-6.3
Cc1nn(CC(=O)NCc2cccc3ccccc23)c(=O)c2ccccc12	-6.8%	-0.4	4.5%	-0.1	11.9	6.0%	-8.1%	-6.4	-6.4
Cc1cccc(N2C(=O)CC(N3CCN(c4ccccc4)CC3)C2=O)c1 (stereo not given)	-2.1%	0.5	-2.6%	-11.5	18.0	-0.5%	1.7%	5.4	1.6
CC(=O)N1c2ccc(S(=O)(=O)N3CCCC3)cc2CC1C(=O)NCc1cccc(F)c1 (stereo not given)	-0.6%	2.0	0.5%	-11.3	-3.7	-4.0%	0.6%	-1.5	11.6
N#Cc1ccc(Oc2ncccn2)cc1	-1.6%	/	/	4.6	/	-0.7%	0.7%	/	/
Cn1c(SCC(=O)NNC(=O)c2ccc(Br)cc2)nnc1-c1cccnc1	-3.4%	5.2	0.9%	5.9	-11.6	7.4%	0.9%	-5.2	-4.9
COc1ccc(-c2nc(N)c(C#N)c(-c3cccnc3)c2C)cc1	-5.0%	1.0	5.3%	4.9	6.5	-4.2%	2.7%	-4.0	6.1
Cc1c([N+](=O)[O-])cc(S(=O)(=O)Nc2ccncc2)cc1[N+](=O)[O-]	0.2%	0.9	1.3%	-2.4	-5.8	1.9%	1.0%	2.5	-5.8
CC(=O)c1ccccc1N(C(=O)Cn1nnc2ccccc21)C(C(=O)NCC1CCCO1)c1ccc(N2CCOCC2)cc1 (stereo not given)	0.6%	1.0	2.3%	-6.9	10.7	3.8%	-1.2%	-2.3	-5.0

Fetched one by one from the list above:
SMILES	GRP78 ERSR act	D1 agonist	RXFP1 ag	RXFP1 antagonist	D1 antag	Vif-A3F inh	Vif-APOBEC3G blk	D1 potentiator	D2 potentiator
Cc1cccc(N2C(=O)CC(N3CCN(c4ccccc4)CC3)C2=O)c1 (stereo not given)	-2.1%	0.5	-2.6%	-11.5	18.0	-0.5%	1.7%	5.4	1.6
CCN(CC)C(=O)CSc1nc(C)cc(-c2cccs2)c1C#N	-2.4%	1.5	?	8.4	10.4	-5.8%	-0.9%	7.2	-6.3

Whole records as entered above. Order of screens: GRP78 ERSR act	D1 agonist	RXFP1 ag	RXFP1 antagonist	D1 antag	Vif-A3F inh	Vif-APOBEC3G blk	D1 potentiator	D2 potentiator
Shown for Cc1nn(CC(=O)NCc2cccc3ccccc23)c(=O)c2ccccc12 = -6.8%	-0.4	4.5%	-0.1	11.9	6.0%	-8.1%	-6.4	-6.4
Shown for Cc1c([N+](=O)[O-])cc(S(=O)(=O)Nc2ccncc2)cc1[N+](=O)[O-] = 0.2%	0.9	1.3%	-2.4	-5.8	1.9%	1.0%	2.5	-5.8
Shown for O=C(NC1CC(=O)N(c2ccc(Cl)cc2)C1)C1CCCCC1 (stereo not given) = -3.5%	-3.5	0.8%	-16.7	/	2.0%	0.8%	-1.0	-8.0
Shown for Cc1cccc(N2C(=O)CC(N3CCN(c4ccccc4)CC3)C2=O)c1 (stereo not given) = -2.1%	0.5	-2.6%	-11.5	18.0	-0.5%	1.7%	5.4	1.6
